From PubChem
RGS8-Gao reg – RGS8-Galphao binding modulators, primary screen, biochemical, multiplexed bead flow cytometry; Guanine nucleotide-binding protein G(o) subunit alpha (Homo sapiens), P09471; actives lie on both sides; response (percent of control binding), % at 10 µM; hit rate 0.34% among 220,000; AID 1423, 2008; in the data active = response below about 60% or above about 140%; inactive = in between;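 note: Galphao activated as the GDP aluminium fluoride complex binding bead-coupled RGS8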
Target sequence (P09471 whole entry, looked up): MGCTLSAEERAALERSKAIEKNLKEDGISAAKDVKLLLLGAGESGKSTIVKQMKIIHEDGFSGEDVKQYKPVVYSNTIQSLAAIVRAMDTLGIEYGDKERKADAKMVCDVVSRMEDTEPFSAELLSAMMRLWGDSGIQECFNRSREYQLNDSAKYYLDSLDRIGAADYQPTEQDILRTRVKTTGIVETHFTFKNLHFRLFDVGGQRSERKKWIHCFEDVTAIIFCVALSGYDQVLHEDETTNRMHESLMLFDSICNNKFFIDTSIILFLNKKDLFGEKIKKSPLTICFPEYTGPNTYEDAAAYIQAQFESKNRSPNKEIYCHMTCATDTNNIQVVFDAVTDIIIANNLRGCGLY
HRas wt GTP bind – modulators of GTP binding to HRas wildtype, primary screen, biochemical, bead-based flow cytometry, multiplex | GTPase HRas (Homo sapiens), P01112 | GST-Ras wt beads, Bodipy-FL-GTP binding; actives lie on both sides | GTP binding activity, % at 10 µM | hit rate 0.14% among 190,000 | AID 759, 2007;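 active = GTP binding activity at least 20% away from the 100% baseline, either lowered as inhibitor or raised as activator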;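 note: 0% = unlabeled GTP competition control and 100% = no-compound control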
Target sequence (P01112 whole entry, looked up): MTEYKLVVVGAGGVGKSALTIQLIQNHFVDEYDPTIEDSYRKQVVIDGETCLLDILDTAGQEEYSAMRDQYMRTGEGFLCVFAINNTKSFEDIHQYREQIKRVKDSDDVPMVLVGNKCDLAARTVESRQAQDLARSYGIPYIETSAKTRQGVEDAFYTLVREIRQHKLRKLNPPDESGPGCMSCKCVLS
Rac1 mut GTP – GTP binding modulators of activated mutant Rac1, primary screen, biochemical, bead-based flow cytometry, multiplex, fluorescent GTP; AID 764, 2007; percent activity (GTP binding), % at 10 µM; Ras-related C3 botulinum toxin substrate 1 (Homo sapiens), P63000; hit rate 0.11% among 190,000; GST-Rac1 activated beads; actives lie on both sides; 100% means binding = to untreated wells;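 active = GTP binding at least 20 percentage points away from the 100% baseline, in either direction, so actives lie on both sides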
Cdc42 wt – modulators of GTP binding to wildtype Cdc42, primary screen, biochemical, multiplex bead flow cytometry, Bodipy-GTP; percent activity (GTP binding), % at 10 µM; GST-Cdc42 beads; actives lie on both sides; hit rate 0.2% among 190,000;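 active = percent activity GTP binding at least 20 points away from the 100% baseline, either down as inhibitor or up as activator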;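 note: median bead fluorescence of bound Bodipy-FL-GTP at 100 nM; 0% = excess unlabeled GTP control and 100% = no compound control; below 100% means less GTP binding so inhibitor and above means activator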
Mcl1-Noxa inh – Mcl-1/Noxa binding inhibitors, primary screen, biochemical, TR-FRET, 1536-well | Induced myeloid leukemia cell differentiation protein Mcl-1 (Homo sapiens), Q07820 | TR-FRET Mcl-1/Noxa peptide binding, 2 h | inhibition, % at 21.7 µM | hit rate 1.5% among 220,000 | AID 1022, 2008;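 active = compounds that cut the protein-peptide binding signal by more than 50% relative to plate controls in a single-dose test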;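 note: His-tagged Mcl-1 with rhodamine Noxa BH3 peptide and terbium anti-His antibody; 0% = Mcl-1 plus Noxa peptide wells and 100% = peptide-only wells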
Target sequence (Q07820 whole entry, looked up): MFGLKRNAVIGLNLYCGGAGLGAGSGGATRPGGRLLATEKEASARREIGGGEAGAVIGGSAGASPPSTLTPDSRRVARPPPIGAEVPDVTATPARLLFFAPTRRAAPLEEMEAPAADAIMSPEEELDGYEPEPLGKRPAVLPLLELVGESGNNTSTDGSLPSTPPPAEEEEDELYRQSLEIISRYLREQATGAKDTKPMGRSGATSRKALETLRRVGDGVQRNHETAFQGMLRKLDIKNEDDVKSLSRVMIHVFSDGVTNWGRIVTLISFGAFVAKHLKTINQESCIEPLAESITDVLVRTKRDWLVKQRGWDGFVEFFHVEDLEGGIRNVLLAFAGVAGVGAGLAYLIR
Rab7 wt GTP bind – modulators of GTP binding to Rab7, primary screen, biochemical, wildtype, multiplex bead flow cytometry; GTP binding activity (percent of control), % at 10 µM; Rab7 GTPase wild type (dog), Bodipy-FL-GTP binding; GST-Rab7 beads, fluorescent GTP binding; actives lie on both sides; untreated = 100%, excess cold GTP = 0%; hit rate 0.055% among 190,000; AID 758, 2007;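 active = fluorescent GTP binding to Rab7 beads changed by at least 20 points from the 100% baseline, either direction, mostly lower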;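 note: median green fluorescence of bound Bodipy-FL-GTP per Rab7 bead population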
Pf gamet viab – late stage P. falciparum gametocyte viability inhibitors, primary screen, ATP luminescence, HTS; P. falciparum stage V gametocytes, 24 h; inhibition, % at 10.9 µM; hit rate 0.065% among 150,000; AID 743093, 2013;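 active = inhibition above the mean plus 3 SD of compounds within the control limits, set per campaign, cut at about 38% in these data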;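 note: 0% = DMSO wells and 100% = medium only without gametocytes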
Rac1 wt GTP bind – wildtype Rac1 GTP binding modulators, primary screen, biochemical, GST-Rac1 beads, flow cytometry, multiplex; Ras-related C3 botulinum toxin substrate 1 (Homo sapiens), P63000; fluorescent GTP binding; actives lie on both sides; 0 = cold GTP competed, 100 = untreated; GTP binding activity (% of control), % at 10 µM; hit rate 0.27% among 190,000;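 active = GTP binding activity at least 20 points away from the 100% control level, either lower or higher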
Mcl-1 Bim block – inhibitors of Bim peptide binding to Mcl-1, primary screen, biochemical, bead-based flow cytometry, multiplex; hit rate 0.1% among 190,000; inhibition, % at 10 µM; AID 1009, 2008; Bim peptide-Mcl-1 binding; in the data active = inhibition above about 40%;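 note: 0% = no compound tracer wells and 100% = peptide blocker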
Rab2 wt GTP – modulators of GTP binding to Rab2A wildtype, primary screen, biochemical, dog, bead-based flow cytometry, multiplex; Ras-related protein Rab-2A (Canis lupus familiaris), P61105; GST-Rab2 wt beads, Bodipy-GTP binding; GTP binding activity, % at 10 µM; hit rate 0.19% among 190,000;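 active = GTP binding activity at least 20 points away from 100%, either lowered or raised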;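 note: 0% = beads with excess unlabeled GTP and 100% = no-compound control corrected for plate trend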
Mcl1-Bid inh – Mcl-1/Bid binding inhibitors, primary screen, biochemical, TR-FRET, 1536-well. TR-FRET Mcl-1/Bid-Dy647 peptide binding. inhibition, % at 21.7 µM. hit rate 0.97% among 220,000. AID 1021, 2008;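 active = compounds that cut the binding signal by more than half at the single screening dose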;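 note: His-tagged Mcl-1 with europium anti-His antibody binding Bid BH3 peptide; 0% = Mcl-1 plus peptide wells and 100% = peptide-only wells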
* marks the source's active call; other numbers are inactive results; x = no result given.

SMILES	RGS8-Gao reg	HRas wt GTP bind	Rac1 mut GTP	Cdc42 wt	Mcl1-Noxa inh	Rab7 wt GTP bind	Pf gamet viab	Rac1 wt GTP bind	Mcl-1 Bim block	Rab2 wt GTP	Mcl1-Bid inh
Cc1cc2oc(=O)cc(CN3CCN(S(=O)(=O)c4cccs4)CC3)c2cc1C	103	103	103	103	-6	100	-5	106	-5	102	-35
CCOC(=O)N1CCC(NC(=O)Cn2nc(-c3ccccc3)ccc2=O)CC1	94	98	94	99	9	95	-5	97	-2	99	0
O=C(CCCSc1nc(-c2ccco2)cc(C(F)(F)F)n1)Nc1ccc2c(c1)OCO2	105	99	96	96	-14	100	x	104	-3	101	-118
CC(C)c1ccc(/C=c2\sc3nc(-c4ccncc4)nn3c2=O)cc1	98	99	98	99	21	97	x	100	0	98	-28
CCN(CC(=O)NC(C)C)C(=O)c1ccc(Cl)cc1	101	100	100	102	11	96	1	105	-5	99	-18
CCOc1ccc(Nc2nc3c(c(=O)[nH]2)CCCC3)cc1	104	101	99	101	0	102	4	101	-1	100	-10
Nc1ccc(SCC(=O)Nc2cccc([N+](=O)[O-])c2)cc1	101	97	96	97	-10	104	-31	94	0	99	-33
CCN(CC)S(=O)(=O)c1cc(C(=O)Nc2ccccc2[N+](=O)[O-])ccc1Cl	102	99	98	95	9	103	2	98	-2	98	-1
CCCOc1ccc(-c2csc3ncn(Cc4ccc(C(=O)O)cc4)c(=O)c23)cc1	103	99	94	95	16	105	16	101	-2	98	-38
COc1ccc(NC(=O)C(=O)NCCCO)cc1Cl	101	96	92	93	4	96	12	96	2	95	-22
COCC(=O)Nc1ccccc1C(=O)Nc1ccc(OC)cc1	101	100	99	104	7	97	8	103	-1	101	-17
Cc1ccc(S(=O)(=O)NNC(=O)c2cccc(O)c2)cc1	110	95	95	93	-3	94	6	96	3	94	-35
CC(=O)Nc1ccc(NC(=O)CCn2c(=S)oc3ccccc32)cc1	106	99	96	95	-1	103	-8	98	-4	97	-4
CCS(=O)(=O)Nc1ccc(C2=NN(C(=O)c3ccco3)C(c3ccc(C)cc3)C2)cc1 (stereo unspecified)	104	102	101	101	-41	99	x	100	0	103	-22
O=C(CCSc1nc(-c2ccco2)cc(C(F)(F)F)n1)NCC1CCCO1 (stereo unspecified)	98	98	96	99	-2	99	x	97	-1	98	-26
C=CCNC(=O)C(C#N)c1nc2ccccc2nc1N1CCN(Cc2ccccc2)CC1 (stereo unspecified)	105	94	91	92	1	96	x	94	-3	94	-20
CCOc1cc(/C=N/NC(=O)c2cccnc2)ccc1OCC(=O)N1CCOCC1	101	102	98	103	-4	102	x	103	-3	101	-43
O=C(NCCc1nc2ccccc2[nH]1)/C(=C/c1ccco1)NC(=O)c1ccco1	93	103	98	98	4	101	9	103	0	102	-68
O=C(Cn1cc([N+](=O)[O-])cn1)NCc1ccc(-n2cccn2)cc1	99	101	97	97	5	103	19	101	1	98	-22
COc1cc(C2NC(=O)NC(c3ccccc3)=C2C(C)=O)ccc1OCC#N (stereo unspecified)	107	103	96	100	10	102	x	106	6	101	-27
COc1ccc(-c2csc(-c3cccs3)n2)c(OC)c1	101	95	95	97	18	94	-38	97	-1	97	-4
O=C(/C=C/Nc1cccc(C(F)(F)F)c1)c1ccc(Oc2ncccn2)cc1	102	103	100	103	5	99	x	101	0	100	-25
O=C(Nc1ccc(-c2nc3ccccc3[nH]2)cc1)c1cccc(N2C(=O)CCC2=O)c1	104	99	99	102	-20	96	x	101	-5	99	24
CCCC(=O)Nc1ccccc1-c1nnc(SC)[nH]c1=O	94	98	96	102	7	97	x	104	6	100	-17
Cn1c(C(=O)N2CCN(c3ccc(Cl)cc3)CC2)cc2c(=O)[nH]c3ccccc3c21	103	103	100	104	22	101	5	103	1	104	-3

The closing 7 records of the part above come first, to join the parts:
SMILES	RGS8-Gao reg	HRas wt GTP bind	Rac1 mut GTP	Cdc42 wt	Mcl1-Noxa inh	Rab7 wt GTP bind	Pf gamet viab	Rac1 wt GTP bind	Mcl-1 Bim block	Rab2 wt GTP	Mcl1-Bid inh
O=C(Cn1cc([N+](=O)[O-])cn1)NCc1ccc(-n2cccn2)cc1	99	101	97	97	5	103	19	101	1	98	-22
COc1cc(C2NC(=O)NC(c3ccccc3)=C2C(C)=O)ccc1OCC#N (stereo unspecified)	107	103	96	100	10	102	x	106	6	101	-27
COc1ccc(-c2csc(-c3cccs3)n2)c(OC)c1	101	95	95	97	18	94	-38	97	-1	97	-4
O=C(/C=C/Nc1cccc(C(F)(F)F)c1)c1ccc(Oc2ncccn2)cc1	102	103	100	103	5	99	x	101	0	100	-25
O=C(Nc1ccc(-c2nc3ccccc3[nH]2)cc1)c1cccc(N2C(=O)CCC2=O)c1	104	99	99	102	-20	96	x	101	-5	99	24
CCCC(=O)Nc1ccccc1-c1nnc(SC)[nH]c1=O	94	98	96	102	7	97	x	104	6	100	-17
Cn1c(C(=O)N2CCN(c3ccc(Cl)cc3)CC2)cc2c(=O)[nH]c3ccccc3c21	103	103	100	104	22	101	5	103	1	104	-3
Clc1ccccc1CSc1ncccn1	98	97	98	97	7	90	12	96	0	93	-12
COc1ccc(CCNC(=O)CC2SC(N)=NC2=O)cc1OC (stereo unspecified)	104	101	95	96	9	105	-5	99	0	101	3
COC(=O)C1=C(N)OC2=C(C(=O)CC(C)(C)C2)C1c1ccccc1OC (stereo unspecified)	101	99	97	101	-12	105	15	103	0	101	-21
COc1ccc(CNc2oc(-c3cccc4ccccc34)nc2C#N)cc1	99	97	94	101	-8	98	x	108	-3	96	-16
CCOC(=O)C1CCN(C(=O)CCCOc2ccccc2)CC1	89	99	99	100	3	99	x	102	0	99	-25
Cc1c(Cl)cccc1NC(=S)NCCc1ccc(S(N)(=O)=O)cc1	101	103	101	103	15	102	x	103	-6	101	-30
COc1ccc(C[C@H]2CN3C(=NC[C@@H]3C(C)C)N2CCNC(=O)CCC2CCCCC2)cc1	20*	96	96	98	13	99	x	97	1	98	1
O=C(CNC(=O)c1ccc(Br)cc1)NCC(=O)OCC(=O)c1ccccc1	100	103	100	97	-2	110	-22	104	-3	103	-12
Cc1cc(NCCCn2ccnc2)n2ncc(-c3ccccc3)c2n1	104	98	99	99	18	96	x	97	-1	98	-26
Cc1cc(=O)oc(C)c1C(=O)O	100	101	99	104	18	99	10	105	-2	102	-12
O=c1cc(-c2c(F)c(F)c(F)c(F)c2F)oc2ccccc12	101	101	95	98	-5	99	x	100	-2	100	10
O=C(CC1CCCCC1)Nc1nc2ccccc2s1	99	98	96	100	22	90	7	103	0	95	4
COc1cccc(-c2cc3nc4c(c(NCC(C)(C)CN(C)C)n3n2)CCCC4)c1	102	95	94	99	28	93	16	94	0	97	-20
Cc1noc(C)c1CSc1ccc2ccccc2n1	100	100	99	100	-17	99	17	104	-2	97	-2
CC1CCCN(c2ccc(N)cc2C(N)=O)C1 (stereo unspecified)	103	96	96	98	4	96	x	97	6	98	-53
NC(=O)[C@@H]1CCCN1Cc1nc(-c2ccccc2)no1	102	98	94	97	-2	101	-1	99	0	99	-35
O=C(Nc1ccc2c(c1)OCCO2)Nc1ccc2c(c1)OCO2	97	97	92	95	14	106	x	99	2	100	-47
COc1ccccc1/C=C/C1=NC(=C\C=C/c2ccccc2)/C(=O)O1	81	98	92	92	17	95	-35	92	-2	93	-8
CCn1c(C(=O)NC(C)c2ccc3c(c2)OCCO3)cc2sccc21 (stereo unspecified)	105	103	101	105	-17	100	x	107	0	103	-22
COC(=O)/C(N=Nc1cccc(C(F)(F)F)c1)=C(\C)O	102	100	96	101	7	95	x	97	-1	99	7
CCC(C(=O)N1CCN(S(C)(=O)=O)CC1)c1ccccc1 (stereo unspecified)	101	100	99	100	1	100	x	102	0	100	0
CC(C)c1ccc(CN(C(=O)c2cc3ccccc3oc2=O)C2CCS(=O)(=O)C2)cc1 (stereo unspecified)	100	101	100	102	28	102	12	102	1	102	24
CC1CN(Cc2nc3ccccc3c(=O)[nH]2)CC(C)O1 (stereo unspecified)	102	99	94	96	2	95	-7	100	0	97	-9
Cc1cc(C(=O)NP(=O)(N2CC(C)OC(C)C2)N2CC(C)OC(C)C2)c(C)n1C1CC1 (stereo unspecified)	106	97	96	96	17	99	-2	101	0	96	-33
COc1ccc2c(c1)c(C(=O)CNc1nc(C)cs1)c(C)n2C	99	102	99	105	12	99	-6	105	0	100	-28
COc1ccc(-n2cnnc2SCC(=O)N2CCN(c3ccccc3)CC2)cc1	99	101	100	103	19	100	x	104	0	101	-52
Cc1ccc(C(=O)NN2C(=O)C3C4C=CC(C5CC45)C3C2=O)cc1 (stereo unspecified)	104	92	98	91	8	93	x	98	1	92	0

3 entries from above in another layout:
| SMILES | RGS8-Gao reg | HRas wt GTP bind | Rac1 mut GTP | Cdc42 wt | Mcl1-Noxa inh | Rab7 wt GTP bind | Pf gamet viab | Rac1 wt GTP bind | Mcl-1 Bim block | Rab2 wt GTP | Mcl1-Bid inh |
| --- | --- | --- | --- | --- | --- | --- | --- | --- | --- | --- | --- |
| Cc1cc(NCCCn2ccnc2)n2ncc(-c3ccccc3)c2n1 | 104 | 98 | 99 | 99 | 18 | 96 | x | 97 | -1 | 98 | -26 |
| Cc1cc(=O)oc(C)c1C(=O)O | 100 | 101 | 99 | 104 | 18 | 99 | 10 | 105 | -2 | 102 | -12 |
| O=c1cc(-c2c(F)c(F)c(F)c(F)c2F)oc2ccccc12 | 101 | 101 | 95 | 98 | -5 | 99 | x | 100 | -2 | 100 | 10 |
